Bioassay records as filed in PubChem BioAssay.
EBI2 antag: antagonists of human EBI2 receptor; AID 651636; inhibition, % at 5 µM; P32249; EBI2 beta-arrestin recruitment, luminescence, 7a,25-OHC stimulated; 0.81% of 360,000 active; in the data active = inhibition above about 38%;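 note: enzyme fragment complementation signal reports receptor beta-arrestin coupling in cells; 0% = agonist plus DMSO wells and 100% = wells without agonist; some results beyond the cut were filed as inactive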
Target sequence (P32249 whole entry, looked up, the tested form may be a part): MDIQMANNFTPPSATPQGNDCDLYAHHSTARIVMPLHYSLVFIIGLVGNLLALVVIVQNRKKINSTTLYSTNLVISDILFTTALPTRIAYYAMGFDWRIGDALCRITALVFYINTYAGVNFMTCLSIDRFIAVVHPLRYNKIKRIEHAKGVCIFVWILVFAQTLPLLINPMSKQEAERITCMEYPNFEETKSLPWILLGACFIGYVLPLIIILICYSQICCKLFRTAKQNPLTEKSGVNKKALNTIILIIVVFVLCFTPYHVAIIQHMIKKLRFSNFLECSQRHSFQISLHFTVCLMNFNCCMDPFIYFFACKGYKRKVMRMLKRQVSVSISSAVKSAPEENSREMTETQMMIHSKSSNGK
CXCR6 block: inhibitors of human CXCR6 receptor. O00574. CHO-K1 PathHunter CXCR6 beta-arrestin, luminescence. inhibition, % at 20 µM. 0.36% of 360,000 active; in the data active = inhibition above about 34%, passing the limit was not always enough;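 note: antagonist mode with CXCL16 agonist at 10 nM final; 0% = 10 nM CXCL16 with DMSO and 100% = unstimulated wells without agonist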
Target sequence (O00574 whole entry, looked up): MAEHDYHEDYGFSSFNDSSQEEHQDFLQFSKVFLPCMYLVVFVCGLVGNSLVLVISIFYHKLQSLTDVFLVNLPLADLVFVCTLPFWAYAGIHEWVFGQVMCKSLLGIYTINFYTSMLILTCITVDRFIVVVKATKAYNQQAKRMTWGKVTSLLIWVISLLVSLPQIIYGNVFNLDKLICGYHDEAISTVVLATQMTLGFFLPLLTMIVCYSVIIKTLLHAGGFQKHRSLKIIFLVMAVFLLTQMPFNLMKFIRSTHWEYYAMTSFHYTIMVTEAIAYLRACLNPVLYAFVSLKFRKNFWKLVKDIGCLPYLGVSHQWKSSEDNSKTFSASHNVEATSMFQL
Starred values were filed as active, the others as inactive. These rows are one share of the data; the hit share may differ from the screen's.

SMILES | EBI2 antag | CXCR6 block
C[C@H](CO)N1C[C@H](C)[C@H](CN(C)C(=O)c2ccccn2)Oc2ncc(Br)cc2C1=O | -5.6 | -5.3
C[C@@H]1CN([C@@H](C)CO)C(=O)c2c(c3ccccc3n2C)-c2ccccc2CO[C@H]1CN(C)C(=O)[C@H](Cc1ccccc1)N(C)C | -0.6 | 7.5
CNC(=O)C[C@@H]1C(=O)N(c2ccc(Br)cc2)CC1(C)C | -4.0 | 1.7
Cc1ccccc1-c1ccc2c(c1)O[C@@H](CN(C)C(=O)Nc1ccc(C(F)(F)F)cc1)[C@H](C)CN([C@@H](C)CO)S2(=O)=O | 18.0 | 16.9
O=C(CCNC(=O)N1CC(=O)Nc2ccccc21)NCCc1ccc(Cl)cc1 | -4.8 | -3.4
O=C(NCC1CC1)C1Cc2c(-c3cccc(F)c3)ccnc2O1 (configuration not stated) | -8.7 | -3.7
CC(C)CN(C(=O)COC(=O)c1cccs1)c1c(N)n(Cc2ccccc2)c(=O)[nH]c1=O | -11.6 | 1.7
CCOC(=O)C1(C)CCN1C(=O)c1ccc(C(=O)OC)cc1 (configuration not stated) | -8.9 | -1.7
CC1=C(C(=O)N2CCOCC2)CC(CC(=O)NCCCCc2ccccc2)C(=O)N1Cc1ccc(F)cc1 (configuration not stated) | -1.7 | 6.7
COC(=O)[C@@]1(Cc2ccc(F)cc2)[C@H]2c3cc(C(=O)N(C)C)n(Cc4cc(F)cc5c4OCOC5)c3C[C@H]2CN1C(=O)c1ccccc1 | 11.0 | 8.3
Cc1ccc(Cn2c(C)c(C(=O)NCc3ccc(Cl)c(Cl)c3)sc2=O)cc1 | 16.1 | 1.4
COc1ccc(C(CNC(=O)c2ccc(-c3ccccc3Cl)o2)N2CCCC2)cc1 (configuration not stated) | -4.7 | -9.5
O=S(=O)(Cc1ccccc1)C(c1ccccc1)S(=O)(=O)Cc1ccccc1 | -0.3 | -1.6
COc1ccc(CC(N)c2csc(NC(=O)C(c3ccccc3)c3ccccc3)n2)cc1 (configuration not stated) | -3.9 | -16.9
CCN(CC)S(=O)(=O)c1ccc(N2CCOCC2)c(NS(=O)(=O)c2ccc(Cl)s2)c1 | -0.4 | 0.2
CC(N)c1csc(Nc2ccc(S(C)(=O)=O)cc2)n1 (configuration not stated) | -2.7 | -3.6
CN(C)CCN1CCN(C2CN(Cc3cn(Cc4ccccc4)nn3)S(=O)(=O)C2)CC1 (configuration not stated) | -1.2 | 4.4
N#CC1(c2ccc(NC(=O)c3ccccc3)cc2)CCCC1 | 14.9 | -5.1
COc1ccc(NC(=O)C2(C)Cc3c(-c4ccc5c(c4)OCO5)ccnc3O2)cc1 (configuration not stated) | -0.5 | 11.2
O=C(OCc1ccccc1)N1CCC2CC1c1cc(N3CCNCC3)ccc12 (configuration not stated) | -1.4 | 1.8
CC(OC(=O)C1=COCCO1)C(=O)NC1CCCCC1 (configuration not stated) | -9.5 | 1.3
COc1ccc(C=C2SC(=S)N(CCCC(=O)Nc3ccc(C(=O)O)c(O)c3)C2=O)cc1OC | -3.3 | 11.4
Cc1ccc(F)cc1C(=O)N1CCCCC1c1cc(C(=O)Nc2ccccc2)no1 (configuration not stated) | 10.1 | 2.3
CCCOc1ccc(F)cc1-c1cc(C(=O)Nc2ccc(C)c(NS(C)(=O)=O)c2)[nH]n1 | 23.9 | 18.2
O=C(/C=C/[C@H]1O[C@@H](n2ccc(=O)[nH]c2=O)[C@H](O)[C@@H]1O)NCCc1c[nH]c2ccccc12 | -6.3 | -3.7
CCOCc1nc(N)nc(N)c1-c1cccc(Cl)c1 | 1.8 | 3.2
COC(=O)[C@]12CCCCC=C1N(Cc1cccc3ccccc13)C(=O)[C@H](CC(=O)N1CCC(c3ccccc3)CC1)C2 | 9.1 | -1.1
O=C1CSC(=S)N1Cc1ccccc1 | 1.4 | 7.4
CC(=O)C1=C(O)C2(C)c3c(O)c(C)c(O)c(C(C)=O)c3OC2CC1=O (configuration not stated) | 1.4 | -3.1
COc1ccccc1-c1n[nH]nc1C1=CC(=O)CC(C)(C)C1 | -3.1 | -9.8
CC(C)CN1CCC1(C)C(=O)Nc1cccc(C#N)c1 (configuration not stated) | -0.6 | 1.6
O=C(CCCN1C(=O)C(c2ccccc2)Oc2cccnc21)Nc1ccccc1Br (configuration not stated) | 5.1 | 7.7
CC(=O)Nc1cccc(-c2ccnc3c2CC(C)(C(=O)Nc2ccccc2)O3)c1 (configuration not stated) | -6.2 | -5.6
OC(Cc1ccccc1)c1ncc(-c2ccc(Cl)cc2)[nH]1 (configuration not stated) | 13.0 | -6.1
COc1ccc(NC(=O)C2(C)Cc3c(-c4ccccc4)ccnc3O2)cn1 (configuration not stated) | 0.2 | 1.1
O=C(NCCc1c[nH]c2ccccc12)c1[nH]c(C(F)(F)F)nc1-c1ccccc1 | 3.9 | -1.2
CCN(CC)c1ncnc2c1ncn2[C@H]1CN(Cc2cccs2)C[C@@H](CO)O1 | -3.6 | 7.2
CCOC(=O)C1CCCN(C(=O)c2cc(C)oc2C)CC1 (configuration not stated) | -1.5 | -7.2
C[C@@H]1CN([C@@H](C)CO)C(=O)c2cc(NC(=O)C3CCCCC3)ccc2O[C@@H](C)CCCCO[C@H]1CN(C)S(=O)(=O)c1ccc(Cl)cc1 | 9.7 | 7.9
O=C(Nc1ccccc1)C1Cc2c(-c3ccc(Cl)cc3)ccnc2O1 (configuration not stated) | 2.8 | -6.0
COc1cc(-c2coc3c(C(=O)NCc4ccccc4)cccc23)ccc1O | 5.5 | -7.0
Cc1ccc2nc(-c3ccc(Cl)cc3)c(Cc3ccccc3C(F)(F)F)n2c1 | 15.0 | 14.7
CCCS(=O)(=O)NC(=O)C1(C)CCN(C(=O)c2ccnc(Cl)c2)C1 (configuration not stated) | -8.6 | -5.0
Cc1nc(C(F)(F)F)ccc1C(=O)N1CCCC(C)(C(=O)O)C1 (configuration not stated) | -1.5 | 2.8
C[C@H](O)[C@@H]1C(=O)N2CCc3c([nH]c4ccccc34)[C@@H]2C[C@@H]1N(C)Cc1ccc(Cl)cc1 | 11.9 | -3.4
CCCn1c(CC)nc([N+](=O)[O-])c1Sc1ncn[nH]1 | -66.5 | -3.2
c1coc(-c2nc(N=C3N=c4ccccc4=N3)[nH]c2-c2ccco2)c1 | 2.2 | -9.3
Cc1ccc2c(c1)CCCO[C@]21O[C@H](CCO)C[C@H](O)[C@H]1O | 1.4 | -1.3
CN1CCN(c2ccc(CNC(=O)C3Cc4c(-c5cccc(F)c5)ccnc4O3)cc2)CC1 (configuration not stated) | 1.4 | 4.0
C[C@@H]1CN([C@@H](C)CO)C(=O)CCCn2nncc2CO[C@H]1CN(C)Cc1ccccc1 | -1.3 | 1.1
CCC1(C2C=COC=C2)NC(=O)NC1=O (configuration not stated) | 7.3 | 1.9
CN(C)C1CN(Cc2cn(Cc3ccc(Cl)cc3)nn2)S(=O)(=O)C1 (configuration not stated) | -3.9 | -5.1
O=C(NCc1ccccc1OC(F)(F)F)C1CCC(=O)N(CCCN2CCOCC2)C1 (configuration not stated) | -2.8 | -2.7
CCCNC(=O)C1(C)CCCN(Cc2ccccc2N(C)C)C1 (configuration not stated) | -7.2 | 10.3
COc1ccc(C(NC(=O)C2CCN(CCOc3ccc(F)cc3)CC2)c2cccs2)cc1 (configuration not stated) | 11.6 | 1.4
Cc1c(C(=O)NCc2cccc(C(F)(F)F)c2)sc(=O)n1Cc1ccccc1F | 6.4 | -2.4
COCC(O)Cn1ccnc1N=Nc1ccccc1 (configuration not stated) | 5.4 | 7.1
CC(=O)Nc1cccc(-c2ccnc3c2CC(C(=O)NCCc2ccccc2)O3)c1 (configuration not stated) | 2.6 | -11.0
O=C(Nc1cccc([N+](=O)[O-])c1)c1ccc([N+](=O)[O-])o1 | -38.4 | -17.8
Cc1sc2ncnc(SCC(=O)NC3CCS(=O)(=O)C3)c2c1C (configuration not stated) | 2.0 | -0.7

Six compounds drawn at random from those above:
SMILES | EBI2 antag | CXCR6 block
CN(C)C1CN(Cc2cn(Cc3ccc(Cl)cc3)nn2)S(=O)(=O)C1 (configuration not stated) | -3.9 | -5.1
C[C@@H]1CN([C@@H](C)CO)C(=O)CCCn2nncc2CO[C@H]1CN(C)Cc1ccccc1 | -1.3 | 1.1
O=C(Nc1cccc([N+](=O)[O-])c1)c1ccc([N+](=O)[O-])o1 | -38.4 | -17.8
COc1ccc(C(NC(=O)C2CCN(CCOc3ccc(F)cc3)CC2)c2cccs2)cc1 (configuration not stated) | 11.6 | 1.4
CCCNC(=O)C1(C)CCCN(Cc2ccccc2N(C)C)C1 (configuration not stated) | -7.2 | 10.3
COCC(O)Cn1ccnc1N=Nc1ccccc1 (configuration not stated) | 5.4 | 7.1

New compounds follow.
SMILES | EBI2 antag | CXCR6 block
O=C(Nc1ccccc1Cl)c1cc(C2CCCN(S(=O)(=O)c3cccs3)C2)on1 (configuration not stated) | -4.4 | 0.1
COc1ccc(N2CCN(c3cc(C(=O)Nc4cc(OC)c(OC)c(OC)c4)ncn3)CC2)cc1OC | -1.7 | -1.7
COc1ncccc1-c1cc2nc(NCCCN(C)C)n(C)c(=O)c2s1 | -1.4 | 2.5
COc1ccc(S(=O)(=O)NC(=O)C2(C)CCN2C(=O)COc2ccc(Cl)cc2)cc1OC (configuration not stated) | 1.1 | 2.8
CCCCn1nnnc1C(c1ccccc1)N1CCN(c2ccc(C)cc2)CC1 (configuration not stated) | 4.1 | 6.2
Cc1cc(C)cc(C(O)c2ncc(-c3cccc(F)c3)[nH]2)c1 (configuration not stated) | 0.1 | -5.5
Cc1ccc(F)cc1NC(=O)C1CC(=O)N(Cc2ccccc2)C1 (configuration not stated) | -10.8 | -3.2
CC(=O)NC(C)(c1ccccc1)c1nc(-c2cccc(C(F)(F)F)c2)cs1 (configuration not stated) | 19.1 | -8.0
O=C(O)c1cc2ccccc2c2c1C(=O)c1ccccc1-2 | 14.2 | -0.8
COc1ccc(OC)c(CN2C(=O)c3ccccc3C2c2nnnn2C(C)C)c1 (configuration not stated) | -12.2 | -4.6
CCCC(=O)N1CCCC(c2cc(C(=O)NCc3ccccc3)no2)C1 (configuration not stated) | 2.6 | -15.3
COc1cccc(C(=O)c2ccccc2NC(C)=O)c1 | -7.6 | -1.4
Cc1cc(C)n2c(Nc3ccc4c(c3)OCCO4)c(-c3cc4ccccc4o3)nc2n1 | -4.1 | 4.8
CC1=C(C(=O)N2CCOCC2)CC(CC(=O)NC2CC2)C(=O)N1Cc1ccccc1 (configuration not stated) | -2.6 | -3.1
FC(F)(F)c1ccccc1Cc1c(-c2cccc(Cl)c2)nc2ccc(Cl)cn12 | 25.6 | -4.2
COc1cccc(NC(=O)c2ccc3nc(C)c(N(C)Cc4ccc(NC(C)=O)cc4)n3c2)c1 | 2.7 | -0.9
COc1c(C)cc(C(O)c2ncc(-c3cccc(C(F)(F)F)c3)[nH]2)cc1C (configuration not stated) | -5.1 | -1.6
O=C(c1cc(C2CC2)nn1-c1ccccc1)N1CCN(S(=O)(=O)c2ccc(F)cc2)CC1 | -3.7 | 2.5
CC1=C(C(=O)N2CCOCC2)CC(CC(=O)NCc2cccc3ccccc23)C(=O)N1CCCN1CCCC1=O (configuration not stated) | -9.0 | 0.8
CC(C)NC(=O)N1Cc2cc(C(=O)NC3CCC3)nc(-c3cccc(-c4cncnc4)c3)c2[C@H]1CCO | -6.6 | -5.3
Cn1c(=O)c2cc(NC(=S)NC3CCCCC3)ccc2n1-c1ccccc1 | -4.0 | 4.6
COCCCNc1ccn2nc(-c3ccc(Cl)cc3)cc2n1 | 10.4 | -1.6
COc1ccc(S(=O)(=O)N2CCC3CC2c2cc(-c4ccc5c(c4)OCO5)ccc23)cc1 (configuration not stated) | 9.6 | -4.2
CC(C)N1CC(=O)N2CSCC2C1=O (configuration not stated) | -4.8 | 6.0
Cc1c(C(=O)NCCC#N)sc(=O)n1Cc1ccc(C(=O)N(C)C)cc1 | 1.0 | -4.8
Nc1ccccc1C(=O)NN=Cc1cccc([N+](=O)[O-])c1 | 2.9 | -2.6
C/C(COc1ccccc1)=N\NC(=O)c1nnn(-c2nonc2N)c1-c1ccc(C)cc1 | -12.8 | 5.0
C=CCNc1ncnc2c1ncn2[C@H]1CN(Cc2cc(OC)c(OC)c(OC)c2)C[C@@H](CO)O1 | -11.2 | 1.9
C[C@H]1CN([C@@H](C)CO)S(=O)(=O)c2ccc(/C=C/c3ccccc3)cc2O[C@H]1CN(C)C(=O)NC1CCCCC1 | 18.5 | -0.7
Cc1c(C(=O)NCc2cccc(Cl)c2)sc(=O)n1Cc1cccc(F)c1 | 10.9 | 11.8
CC12CCC(=O)C=C1CCC1C2C(O)CC2(C)C1CCC2(O)C(O)CO (configuration not stated) | 4.3 | 4.0
CCCCNC(=O)CNC(=O)c1nn(-c2ccc(OC)c(OC)c2)c(=O)c2ccccc12 | 3.9 | -1.1
NC(c1ccccc1)c1csc(NC(=O)Nc2ccccc2Oc2ccccc2)n1 (configuration not stated) | 0.9 | -3.8
CCc1c(N=O)c(-c2ccccc2)n(O)[n+]1[O-] | -7.4 | 6.4
Cc1cccnc1C1=NOC(Cc2ccccc2)C(=O)N1C (configuration not stated) | -0.9 | -1.6
CCN(CC)C(=O)C1=C(C)N(CCCN2CCCC2=O)C(=O)C(CC(=O)NCc2cccc3ccccc23)C1 (configuration not stated) | -6.6 | -9.2
O=C(O)C1C(c2ccccc2)=C1c1ccc(Br)cc1 (configuration not stated) | 2.2 | -7.0
C[C@@H]1CNC(=O)c2c(C(=O)NC3CCN(C(=O)OC(C)(C)C)CC3)ncn21 | -2.5 | -0.5
CCCCc1c(-c2cccc(F)c2)ncn1CCc1ccccc1OC | 19.9 | -11.6
CC1(C)CC(=O)C=C(c2cn[nH]n2)C1 | -2.6 | -3.0
